Assay outcomes from PubChem.
CaV13 ICDI inh: Primary screen for inhibitors of IQ motif and Ca2+-dependent inactivation inhibitor domain binding in CACNA1D, Förster resonance energy transfer in living cells, …; HEK cells, CFP/YFP FRET ICDI-IQ, plate reader, 10 min; percent FRET-ratio fall versus neutral wells; inhibition, % at 12.3 µM; 340,000 compounds, 0.098% hits; AID 743397;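 active means mean replicate inhibition of at least 30% and at least 1% of replicates passing that level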;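 further: 0% = median of the neutral control wells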
Vif inh: HIV Vif self-association inhibitors, primary screen, imaging, HEK293T, single point | HEK293T cells, Vif self-association by quenched fluorescence, 24 h | inhibition, % at 7.49 µM | 340,000 compounds, 0.35% hits | AID 602346, 2012; in the data active means inhibition above about 50%, passing the limit was not always enough; further: some results filed as inactive read as strong as hits
Granule exo inh: LAMP-1 surface exposure blockers, TALL-104 cells – cell-based, flow cytometry, MLPCN library, primary screen; TALL-104 LAMP-1 surface exposure; cells stimulated with thapsigargin and PMA; inhibition, % at 10 µM; 360,000 compounds, 0.66% hits; AID 651702, 2012;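 active means inhibition above about 55%, limit read from the data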
PDI turbidity: inhibitors of human PDI, primary screen, biochemical, turbidity, single point, plate reader. inhibition, % at 10 µM. PDI insulin aggregation turbidity, A650, 90 min. AID 588391, 2011. Protein disulfide-isomerase (Homo sapiens), P07237. 350,000 compounds, 0.052% hits;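 active means mean inhibition across replicates of 30% or more, whatever share of single replicates reach that level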;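 further: absorbance from insulin aggregation driven by PDI reduction with DTT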
Target sequence (P07237 whole entry, looked up): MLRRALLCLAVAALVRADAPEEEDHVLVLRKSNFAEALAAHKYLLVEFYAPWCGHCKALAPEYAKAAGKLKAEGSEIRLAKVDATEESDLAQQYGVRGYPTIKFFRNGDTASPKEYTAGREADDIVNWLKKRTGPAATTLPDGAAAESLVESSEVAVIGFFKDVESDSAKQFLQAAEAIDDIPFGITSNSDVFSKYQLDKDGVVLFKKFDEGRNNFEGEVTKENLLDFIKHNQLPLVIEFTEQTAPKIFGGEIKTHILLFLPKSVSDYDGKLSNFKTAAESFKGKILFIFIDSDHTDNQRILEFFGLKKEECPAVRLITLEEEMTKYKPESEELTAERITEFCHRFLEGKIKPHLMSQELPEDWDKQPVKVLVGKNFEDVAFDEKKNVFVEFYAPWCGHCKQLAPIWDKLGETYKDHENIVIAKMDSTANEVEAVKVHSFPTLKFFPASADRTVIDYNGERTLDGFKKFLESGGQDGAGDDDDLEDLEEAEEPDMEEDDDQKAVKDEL
aDG glyco act: activators of alpha-DG glycosylation, primary screen, uHTS, Pro5-aDG cells, AlphaScreen. alpha-DG glycosylation AlphaScreen (IIH6); 0% Pro5, 100% B10-LARGE cell signal. activation, % at 10 µM. 360,000 compounds, 0.22% hits. AID 624168, 2012;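 active means activation of at least 8% versus controls, or a plate z-score of at least 8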;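 further: Pro5 are CHO cells carrying HIG-tagged alpha-DG that lacks glycosylation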
NR2E3 ag-1: NR2E3 agonists in two-hybrid cells, primary screen, cell-based, luminescence, CHO-S, Gal4-NCOR/VP16-NR2E3; 360,000 compounds, 0.35% hits; inhibition of corepressor binding, % at 3.98 µM; luciferase; AID 602229, 2012; Photoreceptor-specific nuclear receptor (Homo sapiens), Q9Y5X4;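 active means inhibition above the mean of all tested compounds plus 3 SD, cut at about 70% in these data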;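 further: 0% = DMSO with NR2E3 transfected cells and 100% = cells lacking NR2E3 construct; higher means lower luciferase signal from less NR2E3 corepressor binding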
Target sequence (Q9Y5X4 whole entry, looked up, the tested form may be a part): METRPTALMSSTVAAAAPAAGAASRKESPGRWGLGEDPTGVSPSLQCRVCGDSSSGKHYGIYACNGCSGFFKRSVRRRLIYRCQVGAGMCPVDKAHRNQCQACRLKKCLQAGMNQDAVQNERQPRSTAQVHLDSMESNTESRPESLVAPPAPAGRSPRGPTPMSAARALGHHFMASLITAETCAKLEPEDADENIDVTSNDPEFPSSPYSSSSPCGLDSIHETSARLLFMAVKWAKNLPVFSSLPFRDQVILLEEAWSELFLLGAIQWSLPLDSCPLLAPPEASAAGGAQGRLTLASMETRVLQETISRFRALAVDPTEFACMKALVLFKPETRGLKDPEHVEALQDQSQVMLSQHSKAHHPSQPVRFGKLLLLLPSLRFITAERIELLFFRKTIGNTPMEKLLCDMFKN
NR2E3 ag-2: inhibitors of NR2E3-RetCOR corepressor binding, primary screen, NR2E3 agonist project, biochemical, TR-FRET, GST-NR2E3, biotin-RetCOR. Photoreceptor-specific nuclear receptor (Homo sapiens), Q9Y5X4. 1536-well. inhibition of corepressor binding, % at 4.78 µM. 320,000 compounds, 0.12% hits. AID 2300, 2010;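 active means percent inhibition above the cutoff of mean plus 3 SD of all tested compounds, set per screening campaign, cut at about 20% in these data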;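 further: 0% = DMSO wells and 100% = biotin wells as full block of FRET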
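Material: NR2E3–RetCOR corepressor complex | Quantity: 1.35 nM GST-tagged NR2E3 final | Schedule: 5 h at 4 °C | Replication: Singlicate compound wells | Reagent: RetCOR corepressor, biotinylated, 7 nM | Controls: Biotin wells as high control, 0.6% DMSO wells as low control | Signal: TR-FRET, Eu(K)-anti-GST donor, streptavidin-D2 acceptor, ex 340, em 617/671 nm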
Peg3 promoter: Peg3 promoter-driven luciferase inhibitors, primary screen, cell-based, HeLa, luciferase luminescence | HeLa PEG-Prom luciferase reporter, overnight | 360,000 compounds, 1.7% hits | inhibition, % at 20 µM;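 active means inhibition of at least 50% at 20 µM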
HIF-2a inh: HIF-2a reporter inhibitors, primary screen, luminescence, 786-0 RCC cells. inhibition, % at 18.8 µM. 360,000 compounds, 0.72% hits. 786-0 RCC cells HIF-2a reporter, luciferase luminescence, overnight. AID 624352, 2012;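 active means inhibition of the luminescence signal of 40% or more relative to plate controls, in a single-dose primary screen at 18.75 µM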
TRPM1 prom inh: inhibitors of MITF-dependent TRPM1 promoter reporter, primary screen, cell-based, SK-MEL-5, single point, luciferase; SK-MEL-5 TRPM1 promoter luciferase, 24 h; inhibition, % at 12.5 µM; 330,000 compounds, 0.83% hits;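 active means mean inhibition across replicates of 60% or more, whatever share of single replicates reaches that level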; further: values of inactives mirror those of a sister screen read the other way
hiPSC survival: enhancers of single-cell hiPSC survival, primary screen, ATPlite luminescence; 100% = ROCK inhibitor wells, 0% = DMSO; survival enhancement, % at 20 µM; 360,000 compounds, 0.044% hits; AID 602274, 2012; in the data active means survival enhancement above about 18%;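 further: cells exposed to compounds for 16 hours before the ATP read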
* hit, by the source's call; . = not tested or not shown.

SMILES	CaV13 ICDI inh	Vif inh	Granule exo inh	PDI turbidity	aDG glyco act	NR2E3 ag-1	NR2E3 ag-2	Peg3 promoter	HIF-2a inh	TRPM1 prom inh	hiPSC survival
CCCN(Cc1ccccc1)C(=S)Nc1cccc(C(F)(F)F)c1	-6.3	0.6	-1.6	-0.8	-0.3	12.7	-0.2	14.8	32.5	10.9	4.9
O=C(c1noc2c1CCCCC2)N1CCN(C(c2ccccc2)c2ccccc2)CC1	-4.7	6.3	-3.6	-0.2	0.0	-15.7	.	11.5	17.0	1.5	2.1
COc1cc(/C=N/NC(=O)CNc2n[nH]c(=O)[nH]c2=O)ccc1O	-1.8	-1.0	0.5	2.9	-0.1	-13.2	-2.7	3.7	9.0	-1.3	4.0
CC(=O)Nc1ccc(S(=O)(=O)N2CCN=C2C)cc1	-3.6	-3.3	-0.9	-3.8	0.1	-7.7	-0.7	12.3	16.9	0.9	3.7
COc1cccc(C(=O)CSc2nccn2C)c1	-20.7	-4.1	0.7	-1.7	0.1	-111.6	3.2	-166.8	-168.2	-25.8	-0.6
O=C(NCCc1ccccc1)C1CCN(c2ncccn2)CC1	-4.2	-2.6	-5.6	1.5	0.3	16.2	-2.9	-44.2	-35.9	-23.1	0.6
Cc1ccc(N(CC(=O)NCc2ccc(F)cc2)S(=O)(=O)c2cccs2)cc1	-4.9	4.9	2.5	3.0	0.3	-4.1	-2.1	16.6	5.9	-4.8	0.2
COc1ccccc1N1CCN(C(c2ccccc2)c2nnnn2CCc2ccccc2)CC1 (configuration not stated)	.	-19.7	32.2	5.0	0.5	14.8	0.2	15.1	15.8	-4.0	-3.8
COc1ccc(CNC(=O)c2cn(Cc3ccccc3OC)c(=O)s2)cc1	28.0	-3.8	-5.0	3.6	2.8	-7.0	.	18.4	-10.8	.	-0.4
CCn1c(=O)c([N+](=O)[O-])c(N2CCN(Cc3ccc4c(c3)OCO4)CC2)c2ccccc21	4.2	-15.3	3.4	2.9	0.0	-19.1	0.6	20.8	22.2	13.5	-0.6
CCOC(=O)C1CCN(CCC(=O)Nc2ccc(C)cc2)CC1	-1.9	-4.6	1.3	2.4	0.0	-6.8	1.8	5.9	11.5	6.7	0.0
COc1ccc(C)cc1S(=O)(=O)Nc1ccc2c(c1)OCO2	-4.6	0.6	-1.1	-5.0	-0.2	-50.6	0.9	11.1	10.0	-12.9	1.2
NC(=O)[C@@H]1CC2(CC(c3cccc(NC(=O)[C@@H]4CCC(=O)N4)c3)=NO2)CN1C(=O)Cc1ccc([N+](=O)[O-])cc1 (some centres not stated)	-4.9	-0.4	-7.9	0.6	0.0	5.7	0.2	0.9	2.5	0.5	-0.1
Cc1nc2cc(N=NC3=C(O)CCCC3=O)ccc2s1	0.8	-5.0	-0.7	5.9	0.2	-18.8	1.3	-117.9	-70.6	-20.4	-4.0
CCc1nnc(SCC(=O)Nc2ccc(F)cc2)o1	-5.5	-2.3	-5.2	4.8	-0.4	-13.1	1.4	-6.8	-0.8	-1.1	-0.6
COc1ccc(-c2nc(NCCN(C)C)nc3ccsc23)c(C)c1	-4.4	-5.2	-0.8	11.0	0.2	-6.5	.	-35.1	-29.1	.	6.0
COc1ccc2cc(-c3[nH]ncc3CN3C[C@@H]4CCC[C@H]3C4)ccc2c1	-4.1	-5.4	14.9	0.6	0.1	-15.5	3.1	-102.8	-117.3	-7.8	-1.0
CC(Sc1nc(NC(C)(C)C)nc(N(C)C)n1)C(=O)Nc1ccccc1 (configuration not stated)	-1.7	-13.1	-5.4	-5.9	0.2	-16.6	-0.6	3.8	24.8	8.0	-0.2
O=CC(O)C1OC(=O)C(O)C1O (configuration not stated)	.	-12.1	-3.5	.	-0.1	-32.2	.	-10.3	-4.8	1.3	0.6
CCN(C(=O)COC(=O)CNC(=O)C1CCCCC1)c1ccccc1	-5.9	-17.5	-2.7	12.7	-0.2	1.9	.	-8.4	1.4	-10.6	-0.6

Limited to TRPM1 prom inh, CaV13 ICDI inh and Granule exo inh (3 entries from above):
molecule,TRPM1 prom inh,CaV13 ICDI inh,Granule exo inh
CC(=O)Nc1ccc(S(=O)(=O)N2CCN=C2C)cc1,0.9,-3.6,-0.9
COc1cccc(C(=O)CSc2nccn2C)c1,-25.8,-20.7,0.7
O=C(NCCc1ccccc1)C1CCN(c2ncccn2)CC1,-23.1,-4.2,-5.6

The results go on.
SMILES	CaV13 ICDI inh	Vif inh	Granule exo inh	PDI turbidity	aDG glyco act	NR2E3 ag-1	NR2E3 ag-2	Peg3 promoter	HIF-2a inh	TRPM1 prom inh	hiPSC survival
C#CC(CC)(CC)NC(=O)c1ccc(Br)s1	-2.2	18.6	25.2	0.2	-0.4	-6.0	-0.6	15.7	13.2	-7.7	-0.2
Cc1nc(CS(=O)(=O)c2ccccc2)cc(N2CCOCC2)n1	0.6	5.3	-0.7	-0.4	-0.1	-3.4	-0.7	-37.0	-66.1	-3.3	0.7
O=C(COC(=O)CCCOc1ccc(Cl)cc1Cl)Nc1cccc(Cl)c1	-5.9	1.0	1.2	4.2	0.0	-7.8	-2.0	-25.4	27.9	7.1	6.3
O=C(c1ccccc1)N1CCN(C2CC3CCC2C3)CC1 (configuration not stated)	.	3.2	-0.3	-2.7	-0.1	-7.5	-1.7	17.8	-6.1	2.5	-1.3
C/C(Nc1cccc(F)c1)=C(/C#N)C(N)=O	-8.8	-4.1	-3.7	-3.3	-0.1	-0.2	7.6	0.3	1.4	-10.3	1.7
CSc1ccc(S(=O)(=O)NC(C)c2ccccc2)cc1 (configuration not stated)	5.7	4.6	-0.4	13.5	0.0	-13.4	4.0	4.4	3.2	2.3	0.0
Cc1ccc(C(=O)NCCCN2CCN(CCCNC(=O)c3ccc(C)cc3)CC2)cc1	2.4	-4.1	2.3	-5.2	0.0	-8.2	-0.1	1.8	9.2	-2.6	0.7
O=C(NCc1ccc2c(c1)OCO2)c1cc2c(s1)CS(=O)(=O)C2	-4.2	4.7	3.5	4.9	2.8	-7.9	0.4	-4.9	11.8	6.9	1.6
O=C(O)CCCNC(=O)Cc1ccccc1	-1.7	-3.8	4.3	-0.8	-0.2	1.2	-5.0	8.7	5.5	13.3	1.2
COC(=O)NC1CC2C=CC1C1C=CC21 (configuration not stated)	-5.4	6.9	-9.5	-6.4	-0.3	1.9	.	3.9	8.8	.	1.3
Cc1cc(NC(=O)c2ccc(Cn3nc(C)c(Br)c3C)o2)no1	-9.1	-9.8	-4.4	-1.9	0.2	-0.4	7.6	13.3	10.1	-8.0	1.0
CCOc1ccccc1/C=C/c1nc2ccccc2[nH]c1=O	-3.4	1.9	7.8	1.6	-0.2	-18.4	.	-7.2	-26.3	-6.9	-0.6
C=CCc1ccc2oc(C(=O)OCC)cc(=O)c2c1O	-14.7	3.1	-3.6	5.6	-0.1	15.4	-2.4	1.6	6.3	-2.6	-0.1
O=C(Cc1ccc(NC(=O)C2CCN(C(=O)c3ccccc3)CC2)cc1)Nc1cccc(C(=O)N2CCCC2)c1	-5.0	-14.1	5.8	-3.3	-0.2	-14.6	.	-5.5	8.4	-0.3	-2.4
O=S(=O)(c1ccccc1F)N1CCN(Cc2nc3ccccc3[nH]2)CC1	-7.3	1.1	0.9	2.5	0.2	-0.1	-2.8	14.0	-41.0	0.2	0.7
O=C(O)c1ccc(/C=N/N2CCN(c3ccccc3)CC2)cc1	-2.1	-9.2	-7.1	-6.3	0.0	-24.1	.	-183.6	-154.8	-32.3	-0.3
COc1ccc(-c2nonc2NC(=O)c2oc3ccc(F)cc3c2C)cc1OC	-2.0	9.6	-1.6	-5.3	0.0	-15.8	2.3	1.1	5.2	-6.8	0.1
CCOC(=O)Nc1cc(OCC)c(NC(=O)C2CC2)cc1OCC	-6.3	4.0	0.2	2.8	0.1	-24.3	-2.1	28.3	10.2	4.9	1.4
CCOc1ccc(Br)cc1S(=O)(=O)Nc1ccc(Cl)c(S(=O)(=O)N(CC)c2ccccc2)c1	-2.3	-3.6	21.6	-3.3	0.0	-25.2	6.0	27.7	10.7	-0.1	1.7
O=C(c1ccccc1)c1ccc(N2CCOCC2)c(F)c1	-8.1	11.2	0.1	-2.6	-0.2	-174.5	1.6	-255.5	-321.6	-74.4	1.8
CC1(C(=O)Nc2cnc3ccccc3c2)CCN1Cc1ccc2c(c1)OCCO2 (configuration not stated)	-4.5	-1.4	2.2	-10.0	0.0	-13.7	.	17.9	7.2	.	-1.3
Cc1ccc(Nc2ccc(N3CCN(c4ccc([N+](=O)[O-])cc4)CC3)nn2)cc1	-15.8	1.0	3.2	3.7	-0.1	-19.4	2.4	11.2	22.0	-1.5	-0.2
COc1ccc(OC)c2c(N3CC(C)OC(C)C3)cc(C(F)(F)F)nc12 (configuration not stated)	-5.8	1.5	2.7	-0.5	0.1	1.2	0.0	9.0	8.0	3.4	-0.8
Cc1cc(C(=O)N/N=C/c2cccnc2)c2ccccc2n1	-2.5	3.2	4.6	-23.3	-0.1	-51.3	2.2	21.0	1.6	7.9	-0.4
Cc1cc(NC(=O)COC(=O)C2CCCN2C(=O)c2cccs2)no1 (configuration not stated)	-4.1	19.0	-0.8	2.9	0.0	-18.5	1.4	-9.2	15.2	1.5	-0.7
O=C(NNC(=O)c1cccc(S(=O)(=O)N2CCN(c3ccccc3)CC2)c1)c1ccc(Cl)cc1	-7.9	-2.2	5.1	-3.1	0.0	6.8	-3.6	14.4	19.4	1.4	-1.6
Fc1cccc(C2NC(=S)NC3=C2N2CCC3CC2)c1 (configuration not stated)	-3.5	-10.3	-0.5	19.3	-0.3	-2.9	-4.8	7.5	13.6	13.0	1.5
CCCOc1ccccc1C(=O)NCCCC(=O)O	-2.3	5.4	-0.8	9.5	0.1	5.3	3.4	25.0	8.1	11.5	2.0
CC(C)C(NC(=O)C(C)N1C(=O)c2ccccc2C1=O)c1ccccc1 (configuration not stated)	-2.6	-4.8	-6.2	-11.2	0.0	-5.5	1.7	-2.9	18.9	-7.9	2.2
